Screening results deposited in PubChem by The Scripps Research Institute Molecular Screening Center.
CHO-K1 Ca antag: M1 antagonist counterscreen hit in parental CHO-K1 cells; inhibition, % at 3 µM; 360,000 tested, 0.6% active; ATP-induced calcium, Fluo-8 fluorescence;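 active = inhibition above a per-plate cutoff, the plate's mean sample inhibition plus 3 SD, cut at about 24% in these data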;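 note: 0% = DMSO plus EC80 ATP and 100% = DMSO alone without ATP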
OXTR potentiator: human OXTR potentiators, primary screen, fluorescence, CHO-OTR cells, Fluo-8 calcium. Oxytocin receptor (Homo sapiens), P30559. Fluo-8 calcium fluorescence, potentiator mode; 0% = oxytocin EC15, 100% = EC100. activation, % at 3 µM. 320,000 tested, 0.061% active. AID 2445, 2010;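 active = activation above that plate's cutoff, the mean activation of tested compounds plus 3 SD, cut at about 6.6% in these data, passing the limit was not always enough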;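 note: 100% uses oxytocin at 75 nM as the full agonist control; some results filed as inactive read as strong as hits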
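Assay system: CHO cell line stably expressing human OTR | Also added: Oxytocin at about EC15, sub-maximal agonist stimulus | Times: Compound 6 min at room temperature before oxytocin, 100 s read | Measured by: Fluo-8 intracellular calcium fluorescence, ex 470-495, em 515-575 nm | Controls: EC15 oxytocin alone as 0%, 75 nM oxytocin as 100%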
M1 ag: human M1 muscarinic receptor agonists, primary screen, Fluo-8 calcium fluorescence, CHO-K1 cells, HTS; Muscarinic acetylcholine receptor M1 (Homo sapiens), P11229; 360,000 tested, 0.33% active; AID 588814, 2011; activation, % at 3 µM; CHO-K1 hM1, agonist mode; 0% DMSO, 100% acetylcholine EC100;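 active = activation above the run's mean compound activation plus 3 SD, cut at about 16% in these data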;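 note: peak over basal fluorescence ratio within a 140 s kinetic read after compound addition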
Target sequence (P11229 whole entry, looked up): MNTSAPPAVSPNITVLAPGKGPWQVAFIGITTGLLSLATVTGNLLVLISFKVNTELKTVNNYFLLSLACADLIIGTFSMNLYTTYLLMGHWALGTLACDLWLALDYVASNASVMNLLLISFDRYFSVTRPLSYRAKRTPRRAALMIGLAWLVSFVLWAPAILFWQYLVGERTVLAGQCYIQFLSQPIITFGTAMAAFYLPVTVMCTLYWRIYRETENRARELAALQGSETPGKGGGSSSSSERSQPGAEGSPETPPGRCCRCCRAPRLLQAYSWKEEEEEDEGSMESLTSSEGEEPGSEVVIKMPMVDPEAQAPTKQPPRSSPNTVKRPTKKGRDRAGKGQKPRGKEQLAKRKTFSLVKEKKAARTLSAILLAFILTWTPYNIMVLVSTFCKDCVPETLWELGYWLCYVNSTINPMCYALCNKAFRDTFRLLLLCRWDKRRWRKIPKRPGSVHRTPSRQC
TAAR1 antag: human TAAR1 antagonists, primary screen, Fluo-8 calcium fluorescence, CHO RD-HGA16 cells; Trace amine-associated receptor 1 (Homo sapiens), Q96RJ0; antagonist; inhibition, % at 3 µM; 360,000 tested, 1.5% active; AID 624466, 2012;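 active = inhibition above a per-plate cutoff, the mean inhibition of test compounds on that plate plus 3 SD, cut at about 49% in these data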;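 note: 0% = DMSO plus EC80 beta-PEA response and 100% = DMSO alone without agonist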
Target sequence (Q96RJ0 whole entry, looked up): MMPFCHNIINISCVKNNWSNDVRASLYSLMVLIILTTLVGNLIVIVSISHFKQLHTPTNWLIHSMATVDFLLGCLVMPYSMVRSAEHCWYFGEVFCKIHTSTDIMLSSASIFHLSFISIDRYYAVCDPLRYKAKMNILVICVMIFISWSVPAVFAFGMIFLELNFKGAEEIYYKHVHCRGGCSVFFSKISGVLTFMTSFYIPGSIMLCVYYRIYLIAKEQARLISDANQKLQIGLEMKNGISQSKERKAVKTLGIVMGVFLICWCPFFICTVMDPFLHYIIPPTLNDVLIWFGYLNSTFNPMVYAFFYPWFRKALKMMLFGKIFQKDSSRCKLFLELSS
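Material: CHO RD-HGA16 cells bearing hTAAR1; compound dosing: one-point dosing, 3 µM nominal final; schedule: dye loading 75 min at 37 °C, then 30 min room temperature; measured by: calcium fluorescence with Fluo-8; control set: vehicle and agonist controls; replication: n of 1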
CHO-K1 Ca PAM: nonselective calcium activators in parental CHO-K1 cells, primary screen, counter-screen for M1 PAM project, cell-based, Fluo-8 calcium fluorescence, full deck, 1536-well. ATP EC20; 0% at ATP EC20, 100% at ATP max. activation, % at 3 µM. 360,000 tested, 0.02% active. AID 602247, 2012;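 active = activation above the run cutoff, the mean activation of all test compounds plus 3 SD, cut at about 40% in these data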;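 note: peak over basal fluorescence ratio in a 140 s read after ATP addition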
TAAR1 ag: human TAAR1 agonists, primary screen, Fluo-8 calcium fluorescence, CHO RD-HGA16 cells | vehicle wells 0%, saturating PEA agonist 100% | activation, % at 3 µM | 360,000 tested, 0.99% active;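 active = activation above the mean activation of all test compounds in the run plus 3 SD, cut at about 38% in these data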
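test system = CHO RD-HGA16 cells carrying human TAAR1 plus Gα16 | schedule = 17-24 h seeding, 75 min 37 °C dye, 30 min RT | compound dosing = 3 µM single concentration | control set = DMSO and PEA EC100 | replicates = n 1 | signal = Fluo-8 fluorescence, 5 s baseline then 140 s kinetic read | measure = percent activation vs PEA EC100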
V1aR counter: agonists of human V1a receptor, primary screen, counter-screen for OXTR agonist project, fluorescence, CHO-V1R cells; Vasopressin V1a receptor (Homo sapiens), P37288; Fluo-8 calcium fluorescence, agonist mode; 0% DMSO, 100% 3 nM vasopressin; activation, % at 3 µM; 320,000 tested, 0.25% active; AID 2797, 2010;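 active = activation above the mean activation of all tested compounds plus 3 SD, per screening run, cut at about 20% in these data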;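 note: signal is peak over basal fluorescence ratio across a 100 second FLIPR read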
CHO-K1 Ca ag: counter-screen for M1 agonists: effect in parental CHO-K1 cells. Fluo-8 calcium fluorescence; scaled to maximal ATP response, vehicle zero. activation, % at 3 µM. 360,000 tested, 0.48% active. AID 602248, 2012; in the data active = activation above about 15%;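 note: untransfected CHO-K1 host cells lacking M1 receptor as counterscreen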
CHO parental Ca: ATP-evoked calcium signal inhibitors, parental CHO, primary screen, counter-screen for OX1R antagonist project, cell-based, fluorescence, Fluo-8 calcium dye; parental CHO-K1, ATP-induced calcium, Fluo-8 fluorescence; inhibition, % at 5.6 µM; 330,000 tested, 0.63% active; AID 463079, 2010;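 active = inhibition above that plate's mean sample inhibition plus 3 SD, cut at about 26% in these data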;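 note: 0% = ATP-challenged DMSO wells and 100% = DMSO wells without ATP; some compounds past the cut are filed as inactive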
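Measured by: calcium-sensitive Fluo-8 fluorescence / Test system: CHO parental line / Controls: ATP-challenged DMSO wells low, unchallenged DMSO wells high / Measure: % inhibition / Compound: single nominal dose of 5.6 µM per compound / Replicates: single well per compound, no replicates / Reagent: ATP as calcium-mobilizing challenge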
Starred values were filed as active, the others as inactive; / = no result given.

SMILES	CHO-K1 Ca antag	OXTR potentiator	M1 ag	TAAR1 antag	CHO-K1 Ca PAM	TAAR1 ag	V1aR counter	CHO-K1 Ca ag	CHO parental Ca
C/C(CC(=O)Nc1ccc(C)c(Cl)c1)=N\NC(=O)c1ccco1	3	-10	-3	8	8	7	-0.2	-0.3	-31
CC(CCc1ccccc1)NC(=O)CCNS(=O)(=O)c1ccccc1C(F)(F)F (configuration not stated)	-18	-4	1	2	-4	4	1.9	2.1	-22
O=C(CN(c1ccc(Cl)c(C(F)(F)F)c1)S(=O)(=O)c1ccccc1)N/N=C/c1cccc2c1OCCO2	-2	-18	-4	7	13	3	0.2	1.4	-3
Cc1cc(C(=O)CCC(=O)Nc2ncccc2C)c(C)s1	8	-5	-3	-5	11	-1	-1.0	0.2	-18
Cc1cc2c(cc1S(=O)(=O)CCC(=O)NCc1ccccc1)OCC(=O)N2	2	-2	-3	9	13	0	0.5	0.2	-4
Cc1ccc(C(=O)N2CC(C)SC2=Nc2cccc(S(=O)(=O)N(C)C)c2)cc1 (configuration not stated)	-5	-2	6	3	16	2	0.3	2.8	-12
COc1cccc(-c2c(C(=O)N/N=C/c3sccc3C)nnn2-c2nonc2N)c1	-2	-9	2	37	-1	20	3.2	5.9	-11
CC1(C(=O)NS(C)(=O)=O)CCN1C(=O)Cc1ccc(-c2ccccc2)cc1 (configuration not stated)	-12	/	0	7	8	0	/	0.1	/
COc1ccc(Cc2nc3ccc(C(=O)NCCn4cccn4)cc3o2)cc1	15	-5	1	3	-14	1	1.6	0.2	-5
COc1ccc2oc(C(=O)OCC(=O)N(CC(C)C)c3c(N)n(Cc4ccccc4)c(=O)[nH]c3=O)c(C)c2c1	3	-5	-2	6	14	6	0.1	-0.3	-19
O=C(Cc1ccc(F)cc1)Nc1c2c(nn1-c1cccc(Cl)c1)CS(=O)C2 (configuration not stated)	-2	-4	5	-24	12	2	0.0	9.6	-24
COc1ccc(CCNC(=O)C2CCN(S(=O)(=O)c3cccc4nonc34)CC2)cc1OC	-11	-8	-2	10	2	2	0.3	1.4	-6
COc1ccc(OC)c(-n2nnnc2SCC(=O)Nc2cc(C)ccc2OC)c1	4	-3	-3	16	-2	9	0.1	-0.1	-19
CCOC(=O)N1CCN(C(=O)/C=C/c2ccc([N+](=O)[O-])cc2)CC1	0	-2	-11	9	13	-1	0.5	0.3	4
CCCC(C)C(=O)Nc1ccc(S(=O)(=O)Nc2nccs2)cc1 (configuration not stated)	-1	3	-5	1	2	0	1.3	0.7	-2
CCc1cccc(C)c1NC(=S)N(CCOC)C(C)c1ccco1 (configuration not stated)	-7	-1	-2	-11	-5	1	-1.5	-0.1	-12
CC(C)(CNS(=O)(=O)c1ccc(Cl)cc1)N1CCCCC1	-22	3	-12	-8	20	8	0.4	0.8	-7
Fc1cc(F)c(F)c(SCn2cc(Br)cn2)c1F	-12	/	-6	-29	18	-3	/	-0.3	/
O=S(=O)(Nc1cc(S(=O)(=O)N2CCOCC2)ccc1Cl)c1ccccc1	-13	0	-2	-13	-1	10	2.3	0.6	-12
C=CCn1c(=NC(=O)CC)n(C)c2ccccc21	1	-1	-6	-3	-11	1	0.3	0.0	-2
Cc1ccc(CNC(=O)Cn2ccc3cc(S(=O)(=O)N4CCCCCC4)ccc32)cc1	-20	-6	4	-6	12	-1	7.0	0.8	-9
COC(=O)C1C(=O)c2c([nH]c(C(=O)OCCSC)c2C)CC1C (configuration not stated)	-2	3	-4	-31	15	1	0.1	1.2	-8
COc1ccc(OC)c(-c2csc(NC(=O)COC(=O)C3CC3)n2)c1	1	-2	-5	4	-3	15	-0.3	0.9	-17
O=C(NCCC1CCCCN1S(=O)(=O)c1cccs1)C(=O)Nc1cccc(F)c1 (configuration not stated)	1	-11	-2	7	-14	2	0.1	0.3	5
O=C(Cc1ccc([N+](=O)[O-])cc1)NCCc1ccc2c(c1)OCO2	-14	/	-4	14	31	0	/	0.6	/
CC1=NN(c2ccccc2)C(=O)C1CCC#N (configuration not stated)	-6	/	-4	6	1	1	/	0.2	/
CC1Cc2cc(C(=O)O)ccc2O1 (configuration not stated)	-7	-5	-2	-22	22	-2	0.4	0.3	-13
c1ccc(Cn2nnc3ccccc32)cc1	2	-6	-4	-3	11	3	0.3	0.7	-5
CC1(C)CC2CC(C)(CN2S(=O)(=O)c2cccc(C(=O)O)c2)C1 (configuration not stated)	-9	0	-3	-28	9	1	-0.3	0.2	2
Cc1cc(NC(=O)c2cccs2)no1	-8	-20	-2	-14	11	1	1.5	0.2	5
C=CCN1CCC(=O)C(C(=O)OCC)=C1C(=O)OCC	-6	/	-1	2	10	3	/	0.7	/
Cc1cc(C2=CC(=O)C[C@H](c3ccc(F)cc3)C2)ccc1F	-14	/	-9	14	19	-2	/	0.9	/
CS(=O)(=O)N1CCC(C(=O)Nc2cc(C(F)(F)F)ccc2Cl)CC1	-17	2	-2	-16	3	6	0.5	0.9	-9
COc1ccccc1-c1cc(NC=O)c2ncc(-c3cccc(C(=O)N(C)C)c3)n2c1	-10	/	-4	23	9	13	/	4.2	/
CCOC(=O)CC(NC(=O)Cn1nnc(-c2ccccc2F)n1)c1ccccc1Cl (configuration not stated)	-12	-14	-4	-4	18	2	0.2	2.0	-25
C[C@H](CO)N1C[C@H](C)[C@@H](CN(C)C(=O)c2ccccn2)Oc2cc(Br)ccc2S1(=O)=O	-5	/	-3	-11	19	2	/	0.1	/
CCNC(=S)N(CCc1c(C)[nH]c2ccc(Cl)cc12)Cc1ccco1	8	-2	-5	38	-3	9	-0.5	1.0	-14
CCOc1cccc2cc(C(=O)N3CCc4ccccc4C3)c(=O)oc12	-38	-3	-5	3	24	6	-0.9	12	-26
COc1ccc2c(CC(=O)NCc3cccs3)coc2c1	-16	1	-2	-12	17	1	-0.2	0.2	-21
Cn1cc(/C=C2\SC(=O)N(c3ccc(O)cc3)C2=O)c2ccccc21	-2	-4	1	-5	7	0	3.1	2.5	-8
CCC1(c2ccccc2)NC(=O)N(CC(=O)Nc2ccccc2C(=O)N2CCCCC2)C1=O (configuration not stated)	16	-9	0	11	-23	6	1.2	0.1	-27
CCOC(=O)C1C(c2ccc(C(=O)O)cc2)NC(=O)NC1(O)C(F)(F)F (configuration not stated)	-9	-1	-3	-17	-10	4	0.2	0.7	7
O=C(CC1SC(N2CCCCC2)=NC1=O)Nc1cccc(C(=O)NCc2ccc(F)cc2)c1 (configuration not stated)	-5	/	-2	-12	12	-1	/	0.4	/
O=C(c1cccc(S(=O)(=O)N2CCN(c3ccccc3)CC2)c1)N1CC=C(c2ccccc2)CC1	2	4	-2	-45	-18	0	0.6	0.2	-13
CN(C)c1ccc(C(c2ccc(N(C)C)cc2)C(O)c2ccccc2)cc1 (configuration not stated)	9	/	-2	1	11	2	/	0.2	/
O=C(O)CCN1CCOCC1	-9	-10	-3	7	5	5	0.1	0.0	-8
Cc1cc(C)cc(NC(=O)C2C3C=CC4(O3)C2C(=O)N(CCCN2CCCCC2)C4C(=O)NC2CCCCC2)c1 (configuration not stated)	-10	-3	-5	-3	3	-2	0.2	0.1	-4
CCCCNC(=O)c1cccc(S(=O)(=O)N2CC3(C)CC2CC(C)(C)C3)c1 (configuration not stated)	-14	-9	-7	-12	12	-1	-0.6	0.5	-37
COc1cc(OC)cc(C(=O)NNC(=O)c2cc3ccccc3cc2O)c1	2	/	1	6	5	6	/	12	/
Cc1cccc(NC(=O)Cn2nnc(-c3cccs3)n2)c1C	12	0	-4	66*	18	14	0.7	0.3	-1
Cc1cc(OCC(=O)NC(C)C)cc(C)c1Br	11	-5	-6	5	-2	2	3.0	1.9	-24
COC(=O)c1cc(=O)n(Cc2cccs2)c(=Nc2ccc(F)cc2)s1	-14	-3	0	-13	25	-2	0.2	0.9	1
Fc1cccc(Nc2cc(-n3cccn3)ncn2)c1	-18	-9	-1	10	-8	9	2.6	4.8	-3
CCOc1ccc(NC(=O)CN(C)C(=O)CCNC(=O)c2ccccc2Cl)cc1OCC	-6	-3	4	-23	25	0	-0.2	1.5	-2
COc1ccc(NC(=O)C2=Cc3ccccc3OC2)cc1	1	-10	-7	6	8	4	-0.6	2.7	-17
COC(=O)CNC(=O)CSc1nc2sc(-c3ccccc3)cc2c(=O)n1-c1ccccc1	3	-6	-1	35	-22	10	0.7	3.3	-10
CCN(CC)CCNC(=O)Cn1nc(-c2ccccc2)c2ccccc2c1=O	-2	-11	-6	-6	6	3	-0.2	0.2	0
Cc1ccc(S(=O)(=O)N2CCOC2CNC(=O)C(=O)NCCc2c[nH]c3ccccc23)cc1 (configuration not stated)	9	-15	-3	29	-4	14	7.0	5.0	-13
COCCN(C(=O)c1csnn1)C(C(=O)NC1CCCC1)c1ccccc1F (configuration not stated)	-5	-1	-2	-4	4	-2	-0.9	-0.2	-3
Cc1cc(SCc2ccc(Cl)cc2)nc(=O)[nH]1	-5	-8	-3	-18	8	0	-0.3	1.5	-12
COc1cc2oc(=O)cc(-c3ccc(-c4ccc(CO)cc4)cc3)c2c(OC)c1OC	0	/	-1	19	10	4	/	0.4	-20
